Bioassay records (PubChem BioAssay)
V-ATPase pH = alters yeast V-ATPase proton transport; response, % at 10 µM; AID 504577; S. cerevisiae, pHLuorin cytosolic pH fluorescence; 350,000 compounds, 0.37% hits; in the data active means response mostly above about 7.3%, no sharp cut-off; inactive means mostly below about 5.4%; further: actives read high; inactives centre near 0; some compounds called inactive have numbers as strong as hits; reference of the scale not given here
Arrestin-AP2 inh = blocks beta-arrestin peptide binding to AP2 adaptin. FITC-arrestin peptide / GST-AP2 beads, flow cytometry; AP2 beta2 appendage carries R879A mutation. inhibition, % at 10 µM. 340,000 compounds, 0.31% hits;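 active means inhibition above a set limit, near 3 SD of compounds lacking own fluorescence, cut at about 54% in these data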;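 further: plate controls were DMSO wells for no effect and 5 µM unlabelled arrestin peptide for full effect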
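Measured by: flow cytometry, FL1 (488/535 nm); Material: AP2 appendage R879A on GSH beads; Evaluation: percent response; Timing: pre-incubation 12 min, peptide binding 1 h, room temperature; Also added: 50 nM FITC-arrestin peptide; Medium: PBS with 0.05% Tween 20 and 0.1% BSA.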
OPRM1-OPRD1 inv = inverse agonists of human mu-delta opioid receptor heterodimerization. P35372+P41143. cell-based MOR-DOR heterodimer luminescence, inverse agonism. inhibition, % at 9.3 µM. 340,000 compounds, 0.21% hits; in the data active means inhibition above about 22%, passing the limit was not always enough;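 further: 0% = cells with DMSO and 100% = wells without cells with DMSO; values of inactives mirror those of a sister screen read the other way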
DAGLB inh = blocks human DAGLB lipase activity; inhibition, % at 5.17 µM; Q8NCG7; 340,000 compounds, 0.059% hits; HEK293T DAGLB membrane lysate, EnzChek fluorogenic substrate; in the data active means inhibition above about 34%;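 further: 0% = enzyme with vehicle and 100% = wells lacking enzyme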
Pemphigus Ab inh = blocks pemphigus antibody binding to human desmoglein-3; DSG3-coupled beads, scFv-anti-DSG3-GFP binding, flow cytometry; active compounds read low; binding (percent of control), % at 10 µM; 310,000 compounds, 0.48% hits; AID 588358;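 active means binding more than 3 SD below its plate's average and above zero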;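 further: hits lower antibody fragment binding to DSG3; some compounds called inactive have numbers as strong as hits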
HTR5A inv ag = HTR5A inverse agonism, opioid heterodimer counter-screen. P47898. HTR5A cell line, luminescence. inhibition, % at 9.3 µM. 340,000 compounds, 0.083% hits. AID 504634; in the data active means inhibition mostly above about 23%, no sharp cut-off; inactive means mostly below about 18%;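 further: 0% = cells with DMSO and 100% = no-cell wells with DMSO; some compounds called inactive have numbers as strong as hits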
Target sequence (P47898 whole entry, looked up): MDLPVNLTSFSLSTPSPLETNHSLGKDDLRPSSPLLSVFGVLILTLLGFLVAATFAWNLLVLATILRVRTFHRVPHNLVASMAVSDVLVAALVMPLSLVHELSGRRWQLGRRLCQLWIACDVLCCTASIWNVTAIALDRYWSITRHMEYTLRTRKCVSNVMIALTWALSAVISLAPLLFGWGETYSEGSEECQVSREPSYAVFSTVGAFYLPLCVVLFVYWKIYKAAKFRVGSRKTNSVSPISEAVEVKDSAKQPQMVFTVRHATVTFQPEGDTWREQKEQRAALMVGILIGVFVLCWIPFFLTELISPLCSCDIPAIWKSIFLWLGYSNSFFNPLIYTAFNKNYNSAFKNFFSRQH
PKA-R2B act = activators of human PKA-R2B complex. P22694+P31323. PKA-R2B holoenzyme dissociation, Cy5-IP20 fluorescence polarization; R2B truncated from residue 108, S112A mutant; 0% DMSO only, 100% 113 µM cGMP. 340,000 compounds, 0.079% hits. AID 504700. activation, % at 11.4 µM;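 active means activation above a cutoff set at the mean over all compounds plus 3 SD, cut at about 18% in these data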;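 further: higher means more holoenzyme dissociation and a rise in polarization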
Target sequence (P31323 whole entry, looked up, other chains not shown, the tested form may be a part): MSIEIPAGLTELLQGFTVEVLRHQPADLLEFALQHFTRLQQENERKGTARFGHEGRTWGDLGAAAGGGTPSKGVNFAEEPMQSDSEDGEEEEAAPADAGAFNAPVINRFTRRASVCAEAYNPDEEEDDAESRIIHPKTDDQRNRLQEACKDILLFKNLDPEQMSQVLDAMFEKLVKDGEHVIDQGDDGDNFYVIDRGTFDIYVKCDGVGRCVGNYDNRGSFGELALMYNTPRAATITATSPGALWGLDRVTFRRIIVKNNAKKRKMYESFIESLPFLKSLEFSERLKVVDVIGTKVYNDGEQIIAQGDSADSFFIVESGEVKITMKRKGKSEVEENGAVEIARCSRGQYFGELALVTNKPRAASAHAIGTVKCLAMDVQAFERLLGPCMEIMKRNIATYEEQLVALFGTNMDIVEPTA
OPRM1-OPRD1 ag = OPRM1-OPRD1 heterodimerization agonism. P35372+P41143. 340,000 compounds, 0.3% hits. AID 504326. activation, % at 9.3 µM. cells, luminescence; in the data active means activation above about 18%;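 further: 0% = vehicle-treated cells and 100% = reference agonist; values of inactives mirror those of a sister screen read the other way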
HTR5A ag ctr = activates human HTR5A in OPRM1-OPRD1 agonist counter-screen; P47898; activation, % at 9.3 µM; AID 504692; HTR5A agonist assay, luminescence, cell-based; 340,000 compounds, 0.61% hits; in the data active means activation mostly above about 9.5%, no sharp cut-off; inactive means mostly below about 7.6%;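 further: 0% = cells with vehicle only and 100% = reference agonist; strong numbers were not always called active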
PKA-R1A act = PKA-R1A complex activation; P00514+P68181; PKA-R1A dissociation, Cy5-IP20 fluorescence polarization; scaled: DMSO 0%, 113 µM cGMP 100%; activation, % at 11.4 µM; 340,000 compounds, 0.083% hits; AID 504707;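 active means percent activation above the mean of all tested compounds plus 3 SD, cut at about 19% in these data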;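 further: higher means more PKAc released from R1A so a rise in polarization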
* hit, by the source's call; x = no result given.

SMILES	V-ATPase pH	Arrestin-AP2 inh	OPRM1-OPRD1 inv	DAGLB inh	Pemphigus Ab inh	HTR5A inv ag	PKA-R2B act	OPRM1-OPRD1 ag	HTR5A ag ctr	PKA-R1A act
COc1ccc(-c2nc(SCc3ccccc3)n(S(C)(=O)=O)n2)cc1	3	6	10	-14	105	-24	2	-2.1	3	-12
COc1ccc(CC(=O)OCC(=O)N2CCCC(C)C2)cc1 (stereo unspecified)	-5	16	-12	-2	101	7	7	1.5	-1	8
CCOC(=O)C1(Cc2cccc(F)c2)CCN(Cc2cnc(C)s2)CC1	1	39	-113	-1	100	-4	3	22*	2	-5
O=C(O)c1ccc(-n2cccn2)c([N+](=O)[O-])c1	4	6	-27	0	99	-9	0	3.6	3	20*
COc1ccccc1N1CCN(CCOc2c(OC)cccc2OC)CC1	12	22	-8	-4	x	-8	-7	1.3	3	-4
CNCC(=O)Nc1ccc(Cl)c(C(F)(F)F)c1	2	0	4	-1	104	-2	-1	-0.9	10	11
COc1ccc(C2CC(c3ccccc3OC(=O)/C=C/c3ccccc3)=NN2C(C)=O)cc1 (stereo unspecified)	6	-4	3	-2	x	2	-6	-0.7	-1	-11
COc1ccc(NC(=O)CCS(=O)(=O)c2cc3c(cc2C)NC(=O)CO3)cc1	8	5	1	3	107	-21	-6	-0.1	7	4
CCOC(=O)C1(Cc2ccccc2)CCN(Cc2ccc(COC)o2)CC1	-1	1	8	-2	82	-4	2	-1.3	1	-4
N/C(Cc1ccc([N+](=O)[O-])cc1)=N\OC(=O)Cc1ccc(Cl)cc1	2	-18	-35	-9	104	-6	-2	6.8	2	-5
COc1ccc(-c2nc(/C=C3\C(C)=Nc4ccccc43)c(O)o2)cc1	2	43	14	-5	x	15	2	-3.0	4	0
CCOC(=O)Cc1csc(NC(=O)CSc2nnc(C(C)C)n2C)n1	-1	6	1	-1	107	-25	7	-0.2	2	-2
CCSC1=N/C(=C\c2ccc3c(c2)OCO3)C(=O)S1	-6	-8	-5	-9	102	-14	-7	0.8	2	-5
COc1ccc(CNC(=O)CN(C)S(=O)(=O)c2ccccc2)cc1	7	-16	9	1	102	5	-2	-1.7	5	1
CC(C)Oc1ccc(N2CC(C(=O)Nc3ccccn3)CC2=O)cc1 (stereo unspecified)	3	6	7	0	95	24	-6	-1.3	1	-15
Cc1ccc2cc(CN(Cc3ccco3)C(=O)c3ccco3)c3nnnn3c2c1	-6	-22	8	-2	97	-10	8	-1.5	4	-3
CCCCCn1c(=O)[nH]c2cc(C(=O)N3CCN(Cc4ccc5c(c4)OCO5)CC3)ccc2c1=O	1	7	2	0	102	-21	-17	-0.4	0	-13
O=c1cc(-c2ccccc2)nc(SCc2ccc(Cl)cc2)[nH]1	3	10	9	2	94	-7	9	-1.9	3	5
Cc1cc(=O)c2c(C)nn(-c3ccccc3)c2[nH]1	0	19	8	3	102	-2	10	-1.6	1	9
c1ccc(Cn2nnnc2C(c2cccs2)N2CCSCC2)cc1 (stereo unspecified)	0	3	-6	-4	81	-4	-4	1.1	0	-4
COC(=O)C(C)Sc1nc2c(c(-c3ccc(OC)cc3)c1C#N)-c1ccccc1C2=O (stereo unspecified)	3	43	10	2	89	1	-4	-1.9	5	5
COC(=O)[C@H](C)NC(=O)Nc1ccc(OC(F)(F)F)cc1	-3	5	2	0	106	1	5	-0.3	0	6
O=C(COc1ccc2c(c1)oc(=O)c1ccccc12)NCC1CCC(C(=O)O)CC1 (stereo unspecified)	1	-14	12	0	x	-41	8	-2.4	3	-3
O=C(NO)c1ccc(C(=O)N(C2CCCCC2)C2CCCCC2)cc1	4	1	6	2	x	11	16	-1.1	-4	1
CCCN1CCC(N2CCN(c3ccc([N+](=O)[O-])cc3)CC2)CC1	0	12	2	4	119	-3	-10	-0.4	-1	7
CC(=O)N1CCC(N2CCN(Cc3ccc(C)cc3)C(CCO)C2)CC1 (stereo unspecified)	5	-7	17	2	87	9	-1	-3.7	-3	10
CC1(C)CCc2cc(CN3CCN(c4ccccn4)CC3)ccc2O1	-1	9	-32	-3	97	-8	-7	5.8	2	-4
CCCCn1c(N)c(N(CC(C)C)C(=O)c2cccc(S(=O)(=O)N3CCN(C)CC3)c2)c(=O)[nH]c1=O	7	-7	2	0	101	-2	-10	-0.4	3	-3
O=S(=O)(NCCNS(=O)(=O)c1cccs1)c1cccs1	-1	-2	11	0	89	-8	-5	-2.3	4	-2
CCCn1c(CCC(=O)O)nc2cc(S(=O)(=O)N(CC)CC)ccc21	1	5	15	0	86	-36	4	-3.0	8	2

Profiles from above:
CCCCCn1c(=O)[nH]c2cc(C(=O)N3CCN(Cc4ccc5c(c4)OCO5)CC3)ccc2c1=O reads V-ATPase pH = 1; Arrestin-AP2 inh = 7; OPRM1-OPRD1 inv = 2; DAGLB inh = 0; Pemphigus Ab inh = 102; HTR5A inv ag = -21; PKA-R2B act = -17; OPRM1-OPRD1 ag = -0.4; HTR5A ag ctr = 0; PKA-R1A act = -13
O=C(NO)c1ccc(C(=O)N(C2CCCCC2)C2CCCCC2)cc1 reads V-ATPase pH = 4; Arrestin-AP2 inh = 1; OPRM1-OPRD1 inv = 6; DAGLB inh = 2; Pemphigus Ab inh = x; HTR5A inv ag = 11; PKA-R2B act = 16; OPRM1-OPRD1 ag = -1.1; HTR5A ag ctr = -4; PKA-R1A act = 1
c1ccc(Cn2nnnc2C(c2cccs2)N2CCSCC2)cc1 (stereo unspecified) reads V-ATPase pH = 0; Arrestin-AP2 inh = 3; OPRM1-OPRD1 inv = -6; DAGLB inh = -4; Pemphigus Ab inh = 81; HTR5A inv ag = -4; PKA-R2B act = -4; OPRM1-OPRD1 ag = 1.1; HTR5A ag ctr = 0; PKA-R1A act = -4

Ordered by heavy-atom count (lowest first): 3 of the compounds above.
SMILES	V-ATPase pH	Arrestin-AP2 inh	OPRM1-OPRD1 inv	DAGLB inh	Pemphigus Ab inh	HTR5A inv ag	PKA-R2B act	OPRM1-OPRD1 ag	HTR5A ag ctr	PKA-R1A act
Cc1ccc2cc(CN(Cc3ccco3)C(=O)c3ccco3)c3nnnn3c2c1	-6	-22	8	-2	97	-10	8	-1.5	4	-3
COC(=O)C(C)Sc1nc2c(c(-c3ccc(OC)cc3)c1C#N)-c1ccccc1C2=O (stereo unspecified)	3	43	10	2	89	1	-4	-1.9	5	5
CCCCCn1c(=O)[nH]c2cc(C(=O)N3CCN(Cc4ccc5c(c4)OCO5)CC3)ccc2c1=O	1	7	2	0	102	-21	-17	-0.4	0	-13

Next results follow.
SMILES	V-ATPase pH	Arrestin-AP2 inh	OPRM1-OPRD1 inv	DAGLB inh	Pemphigus Ab inh	HTR5A inv ag	PKA-R2B act	OPRM1-OPRD1 ag	HTR5A ag ctr	PKA-R1A act
COc1ccc(-c2cccc(-c3cc(=O)oc4cc(OC)cc(OC)c34)c2)cc1	-1	24	-13	-5	101	-3	1	2.7	1	-5
CSCCC(NC(=O)c1ccc(Cl)cc1Cl)C(=O)OC1CCCCC1=O (stereo unspecified)	-1	-3	8	-1	101	-11	1	-1.2	4	-2
Cc1ccc2oc(C(=O)N3CCCCCC3)c(C)c2c1	-3	-31	-9	-7	110	-16	-7	1.6	4	0
O=C(O)CNC(=O)c1ccc(S(=O)(=O)N2CCOCC2)cc1	-4	0	4	-3	101	13	0	-0.8	1	3
COc1cccc(CNC(=O)CCn2ccc3cc(S(=O)(=O)N4CCCC4)ccc32)c1	-1	-9	-2	0	x	4	2	0.3	1	3
Cc1ccc(-n2nnnc2SCC(=O)c2cc(C)n(CC3CCCO3)c2C)cc1 (stereo unspecified)	0	26	9	-3	99	9	0	-1.7	-7	4
CCOC(=O)CN(Cc1ccc(OC)c(OC)c1)S(=O)(=O)c1ccc(OC)cc1	1	-4	12	-6	100	-12	-7	-2.1	4	-6
Cc1ccccc1OCC(=O)OCC(=O)Nc1ccc(N2CCOCC2)cc1	1	1	0	-1	85	7	-2	0.1	-3	5
CC(/C=C/C=C/c1ccccc1)=N/NC(=O)CNc1ccccc1C	0	-2	-20	-1	128	-1	-11	3.8	7	7
COc1ccccc1NS(=O)(=O)c1ccc(O)c(C(=O)OCc2cccc([N+](=O)[O-])c2)c1	0	-17	15	-5	104	14	-1	-3.2	0	-5
CCc1ccc(OCC(=O)N(C)C2CCS(=O)(=O)C2)cc1 (stereo unspecified)	-3	4	6	-4	100	10	-4	-1.2	1	-3
O=C(COC(=O)c1cc(-c2ccccc2Cl)nc2ccccc12)Nc1ncc(C(F)(F)F)cc1Cl	0	28	2	0	100	-1	17	-0.3	0	7
O=C(CC12CC3CC(CC(C3)C1)C2)NC(=S)NCc1ccccc1	0	2	-10	1	101	4	-6	2.2	1	-7
CCOC(=O)C(=CNc1ccc(Cl)cn1)C(=O)OCC	1	-22	2	-2	114	20	0	-0.3	6	-5
CCCCOc1ccc(C(=O)NCC(=O)NNC(=O)C2COc3ccccc3O2)cc1 (stereo unspecified)	-4	-13	11	1	x	8	1	-2.8	-3	1
N#Cc1ccccc1S(=O)(=O)N1CCN(C(=O)c2cc3c(s2)CCC3)CC1	-3	0	3	3	105	-6	0	-0.5	2	1
O=C1C2C(C(=O)N1/N=C/c1cc(Br)cc([N+](=O)[O-])c1O)C1C=CC2C12CC2 (stereo unspecified)	4	-4	12	20	99	9	1	-1.9	-5	-3
CC(Oc1ccc2c3c(c(=O)oc2c1)CCC3)C(=O)NC1CCN(Cc2ccccc2)CC1 (stereo unspecified)	-2	-7	12	1	x	5	6	-2.3	2	8
Cc1ccc(NC(=O)COc2ccccc2C(=O)Nc2ccccc2)cc1Cl	1	12	13	0	x	22	-3	-2.5	-3	-1
OCc1ncc(-c2ccccc2)s1	-2	7	14	-4	95	-2	1	-2.5	0	-11
COc1ccc(OCCn2cnc(Cl)c2Cl)cc1	2	-1	12	-1	99	-2	1	-2.2	1	-20
Cn1c(/C(C#N)=C/C2CC=CCC2)nc2ccccc21 (stereo unspecified)	1	-10	7	-1	93	-20	-2	-1.4	-3	-4
CCOc1ccc(S(=O)(=O)N(C)c2ccc(OCC(=O)Nc3ccccc3F)cc2)cc1	0	4	-15	-4	95	-3	3	2.4	5	-5

An unsorted share of the library, and some 2.4% of all compounds hit somewhere here.
